# Assay outcomes (PubChem BioAssay)
# IDE cell activ = human IDE activators in live cells, primary screen, fluorescence polarization, HEK cells, FAbeta-B substrate; FAbeta-B cleavage; 0% vehicle, 100% cell-free pure enzyme wells; 340,000 compounds, 0.073% hits; AID 493087, 2011; Insulin-degrading enzyme (Homo sapiens), P14735; activation, % at 5.96 µM;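 active = activation above the mean of all tested compounds plus 3 SD, set per screening campaign, cut at about 17% in these data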
# Target sequence (P14735 whole entry, looked up): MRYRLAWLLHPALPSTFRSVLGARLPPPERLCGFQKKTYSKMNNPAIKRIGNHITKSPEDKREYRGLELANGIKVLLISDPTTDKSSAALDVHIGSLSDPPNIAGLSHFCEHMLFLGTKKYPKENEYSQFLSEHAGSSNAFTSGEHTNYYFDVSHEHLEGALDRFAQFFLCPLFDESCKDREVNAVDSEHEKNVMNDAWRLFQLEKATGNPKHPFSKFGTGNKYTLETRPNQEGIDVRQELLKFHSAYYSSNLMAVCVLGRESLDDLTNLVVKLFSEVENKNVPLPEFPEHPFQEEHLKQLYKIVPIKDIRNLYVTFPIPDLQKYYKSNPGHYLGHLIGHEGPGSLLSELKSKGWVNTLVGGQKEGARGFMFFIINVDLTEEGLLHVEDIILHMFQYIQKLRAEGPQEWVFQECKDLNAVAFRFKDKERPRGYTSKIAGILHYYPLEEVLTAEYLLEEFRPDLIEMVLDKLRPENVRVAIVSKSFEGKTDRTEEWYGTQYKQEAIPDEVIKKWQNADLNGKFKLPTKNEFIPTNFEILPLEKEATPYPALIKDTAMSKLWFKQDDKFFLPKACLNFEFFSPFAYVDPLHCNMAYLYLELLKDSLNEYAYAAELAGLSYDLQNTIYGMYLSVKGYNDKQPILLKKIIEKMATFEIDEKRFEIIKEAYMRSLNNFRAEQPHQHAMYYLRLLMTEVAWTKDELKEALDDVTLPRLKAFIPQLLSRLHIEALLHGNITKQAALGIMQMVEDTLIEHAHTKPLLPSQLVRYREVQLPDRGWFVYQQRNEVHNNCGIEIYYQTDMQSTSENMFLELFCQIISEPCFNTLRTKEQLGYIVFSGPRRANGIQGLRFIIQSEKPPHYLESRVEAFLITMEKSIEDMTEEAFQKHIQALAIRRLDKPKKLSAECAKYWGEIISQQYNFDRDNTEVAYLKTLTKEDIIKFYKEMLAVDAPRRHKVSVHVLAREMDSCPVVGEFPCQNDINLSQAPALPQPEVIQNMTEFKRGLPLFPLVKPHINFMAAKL
# MEKK3 PB1 HTS = modulators of MEKK3-MEK5 PB1 binding, primary screen, biochemical, wildtype MEKK3, multiplex bead flow cytometry, Alexa488-MEK5; Mitogen-activated protein kinase kinase kinase 3 (Homo sapiens), Q99759; bead-based flow cytometry, Alexa488-MEK5 binding to MEKK3; actives lie on both sides; 0 = blocked by unlabeled MEK5, 100 = vehicle; 290,000 compounds, 1.4% hits; binding response (% of control), % at 10 µM;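 active = binding response more than 3 SD above or below the average of its plate-row segment, actives on both sides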;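 note: Alexa488 bead fluorescence after subtracting the streptavidin-only scavenger bead signal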
# Active calls of the source: *.
canonical_smiles	IDE cell activ	MEKK3 PB1 HTS
C=CCOC(=O)C1=C[C@H](c2csc3ccccc23)C[C@H](OCCCCO)O1	3	97
CCC1(CC)C(=O)C2=C3C1[C@H](C(=O)OC)C=C(C(=O)OC)C[C@H]3n1c(=O)n(C)c(=O)n1[C@H]2C (some centres not stated)	-1	103
O=C(O)C[C@H]1c2ccc(C(F)(F)F)cc2S(=O)(=O)N1Cc1ccccc1	4	100
COc1cc(F)c(C(=O)NC(C)(C)CO)cc1OC	2	103
O=C(NCc1ccccc1)C1=C[C@@H](c2ccccc2)C[C@@H](OCCCCO)O1	-1	101
COc1ccc(-c2csc(NCCc3nc4cc(C(=O)NCCCO)ccc4n3Cc3ccc(C)cc3)n2)cc1	-1	103
COc1cc(CCCN2C(=O)C(=O)NC[C@H]2Cc2cccc3ccccc23)cc(OC)c1OC	-10	99
CCOC(=O)CN1C(=O)N[C@@H](c2cccc(C(F)(F)F)c2)[C@H](C(C)=O)[C@H]1C	1	101
CC(Cc1ccccc1)Nc1ncnc2c1ncn2C1OC(CO)C(O)C1O (configuration not stated)	3	103
O=C(NCCCN1CCOCC1)c1onc(CSc2ccccc2)c1C(=O)NCCCN1CCOCC1	1	110
COC(=O)[C@@]1(Cc2ccccc2)C=C[C@@H](C)N1C(C)=O	2	108
CC1(c2nnc(-c3ccncc3)o2)CC(c2ccc(Cl)cc2)=NO1 (configuration not stated)	3	106
COc1ccc(CN2C(=O)[C@@H]3Cc4c([nH]c5ccccc45)C(C)(C)N3C2=O)cc1	1	109
Cc1nc(C2CCCCC2)c(-c2ccccc2)c(N2CCOC2=O)c1C	-18	102
COc1ccccc1CN1C(=O)[C@H]2Cc3c([nH]c4ccccc34)C(C)(C)N2C1=O	-2	104
C#CCNC(=O)C1=C[C@H](c2ccc(C#C)cc2)C[C@H](OCc2ccc(CO)cc2)O1	1	106
c1ccc(-c2ccc3c(n2)CCCO3)cc1	0	106
COC(=O)C1=C(C)N(Cc2ccccc2)C(=O)N[C@H]1c1cccc(F)c1	4	100
COC(=O)[C@H]1C[C@@H]1[C@H](NC(=O)c1cccnc1)c1ccccc1	5	91
CCOC(=O)[C@@H]1[C@H]2COc3cc(OC)ccc3[C@@H]2N2C(=O)N(c3ccc(C)cc3)C(=O)[C@]12C	4	103
Cc1cc2oc3ccc(NCCCN4CCOCC4)cc3c(=O)c2cc1C	-5	116
Cc1ccc(Cn2c(C(C)Nc3nc(-c4ccc(F)cc4)cs3)nc3cc(C(=O)NCCCO)ccc32)cc1 (configuration not stated)	5	98
COC(=O)C1=C(CCc2ccccc2)NC(=O)NC1c1ccc(C#N)cc1 (configuration not stated)	3	99
O=c1cc(-c2ccccc2)oc2cc(O)cc(O)c12	0	104
Cc1ccc(C2=CC(c3ccccc3)n3ncnc3N2)c(C)c1 (configuration not stated)	-2	96
C=CCn1nc(-c2ccccc2)cc1C(=O)OCC	4	99
CCCNC(=O)C1(CC2CC(c3ccccc3)=NO2)CCN(C(=O)OC(C)(C)C)CC1 (configuration not stated)	-2	96
CCOc1cc2c(C#N)c(N(CC)CC)nc(N)c2c(N)n1	-1	100
C#CCCOC(=O)N1C2=NC(C(=O)OC)=C(C(=O)OC)[C@@H]3Nc4ccccc4[C@]23C[C@H]1C(=O)OC	6	101
Cc1noc(C)c1-c1ccc2nc[nH]c(=O)c2c1	-2	106

# Additional results
canonical_smiles	IDE cell activ	MEKK3 PB1 HTS
O=C(NCCc1ccccc1)[C@@H]1CC=C[C@@H]2CCN(Cc3ccc(Cl)c(Cl)c3)C(=O)[C@@H]21	6	84
O=C1C=C(c2ccc3c(c2)OCO3)CCC1	0	95
CCOC(=O)CN1C(=O)N[C@@H](c2cccs2)C(C(C)=O)=C1C	0	101
COc1ccc(-c2csc(NC(C)c3nc4cc(Cl)c(N5CCCCC5)cc4n3CCCO)n2)cc1 (configuration not stated)	-4	104
CCCNC(=O)c1onc(CSc2ccc(Cl)cc2)c1C(=O)NCCC(C)C	3	96
Cc1c(C)c2c(c(C)c1O)CC[C@@](C)(CCC[C@H](C)CCC[C@H](C)CCCC(C)C)O2	5	103
NS(=O)(=O)c1cc(C(=O)O)c(NCc2ccco2)cc1Cl	-3	102
CCC(C)[C@H]1CN=C(N)N1CCc1cccc(F)c1 (some centres not stated)	1	101
CN1C(=O)OC(C)(C)C1=O	0	102
COc1c(C)c2c(c(O)c1C/C=C(\C)CCC(=O)O)C(=O)OC2	2	107
CCOC(=O)CN1C(=O)N[C@@H](c2cccs2)C(C(=O)OC)=C1C	1	92
O=C(Nc1ccccc1)C1=C[C@H](C2CCCCC2)C[C@H](OCCCCO)O1	7	99
COC(=O)[C@H]1[C@@H](C)N(CCc2cc(OC)c(OC)c(OC)c2)C(=O)N[C@H]1c1ccccc1	6	104
COC(=O)CNC(=O)C1Nc2ccccc2C2C=CCC12 (configuration not stated)	5	98
Cc1ccc(-c2csc(NC(CO)c3nc4ccccc4n3CCOCCO)n2)cc1 (configuration not stated)	1	103
O=C(NCc1ccccc1)C1=C[C@H](c2ccccc2)C[C@H](OCc2ccc(CO)cc2)O1	4	103
CCN(CC)c1nc(N)c2c(N)nc(OC)cc2c1C#N	-1	101
CC(=O)n1cc([C@H]2C=C(C(N)=O)O[C@@H](OCc3ccc(CO)cc3)C2)c2ccccc21	5	100
C=CCNC(=O)c1onc(CSc2ccccc2)c1C(=O)NCC=C	0	101
CC(=O)C[C@H]1c2ccccc2S(=O)(=O)N1C1CCCCC1	-3	100
CC(O)[C@H]1CN=C(N)N1CC(C)(C)C (some centres not stated)	-2	103
C=C1CCN([C@H](C(=O)O)C(C)C)S(=O)(=O)c2ccccc21	4	105
COC(=O)[C@@]1(Cc2ccc(OC)cc2)[C@H]2c3cc(C(=O)N(C)C)n(Cc4c(CO)[nH]cc(C)c4=O)c3C[C@H]2CN1C(=O)c1ccccc1	-1	105
COC(=O)c1cc(-c2ccccc2)n(CCN)c1C	3	99
CCN1C(=O)N[C@@H](c2cccc(C(F)(F)F)c2)[C@H](C(C)=O)[C@H]1C	0	96
Cc1cc(O)cc(C)c1Cl	-5	115
CCC1=CC(c2ccccc2)n2ncnc2N1 (configuration not stated)	-2	102
CC1=CC(c2ccc(Cl)cc2)n2ncnc2N1 (configuration not stated)	5	92
CCCCNc1c(C(=O)OCC)c(C)nc2c1cnn2CC	5	100
CC(C)(O)CCc1c(-c2ccc(O)cc2O)oc2c3c(cc(O)c2c1=O)OC(C)(C)C=C3	3	103

# In a second layout: 17 of the compounds above.
# Values run as follows: IDE cell activ	MEKK3 PB1 HTS
> COc1ccccc1CN1C(=O)[C@H]2Cc3c([nH]c4ccccc34)C(C)(C)N2C1=O
  -2	104
> C#CCNC(=O)C1=C[C@H](c2ccc(C#C)cc2)C[C@H](OCc2ccc(CO)cc2)O1
  1	106
> c1ccc(-c2ccc3c(n2)CCCO3)cc1
  0	106
> COC(=O)C1=C(C)N(Cc2ccccc2)C(=O)N[C@H]1c1cccc(F)c1
  4	100
> COC(=O)[C@H]1C[C@@H]1[C@H](NC(=O)c1cccnc1)c1ccccc1
  5	91
> CCOC(=O)[C@@H]1[C@H]2COc3cc(OC)ccc3[C@@H]2N2C(=O)N(c3ccc(C)cc3)C(=O)[C@]12C
  4	103
> Cc1cc2oc3ccc(NCCCN4CCOCC4)cc3c(=O)c2cc1C
  -5	116
> Cc1ccc(Cn2c(C(C)Nc3nc(-c4ccc(F)cc4)cs3)nc3cc(C(=O)NCCCO)ccc32)cc1 (configuration not stated)
  5	98
> COC(=O)C1=C(CCc2ccccc2)NC(=O)NC1c1ccc(C#N)cc1 (configuration not stated)
  3	99
> O=c1cc(-c2ccccc2)oc2cc(O)cc(O)c12
  0	104
> Cc1ccc(C2=CC(c3ccccc3)n3ncnc3N2)c(C)c1 (configuration not stated)
  -2	96
> C=CCn1nc(-c2ccccc2)cc1C(=O)OCC
  4	99
> CCCNC(=O)C1(CC2CC(c3ccccc3)=NO2)CCN(C(=O)OC(C)(C)C)CC1 (configuration not stated)
  -2	96
> CCOc1cc2c(C#N)c(N(CC)CC)nc(N)c2c(N)n1
  -1	100
> C#CCCOC(=O)N1C2=NC(C(=O)OC)=C(C(=O)OC)[C@@H]3Nc4ccccc4[C@]23C[C@H]1C(=O)OC
  6	101
> Cc1noc(C)c1-c1ccc2nc[nH]c(=O)c2c1
  -2	106
> O=C(NCCc1ccccc1)[C@@H]1CC=C[C@@H]2CCN(Cc3ccc(Cl)c(Cl)c3)C(=O)[C@@H]21
  6	84

# Next part
canonical_smiles	IDE cell activ	MEKK3 PB1 HTS
O=C(N[C@@H](c1ccccc1)[C@H](O)c1ccccc1)[C@@H]1CCCN1C(=O)OCc1ccccc1	5	85
CCOC(=O)c1ccc(Nc2cc3ccccc3c(=O)[nH]2)cc1	-2	100
CN(C)CC[C@@H](c1ccc(Br)cc1)c1ccccn1	-1	104
CC1(c2nnc(-c3ccc(Cl)cc3)o2)CC(c2cccnc2)=NO1 (configuration not stated)	6	107
O=C(CCCCCCC(=O)Nc1ccccc1)NO	3	99
C[C@@H]1CCC[C@]2(O[C@@H](CCO)C[C@H](O)[C@H]2O)O1	1	101
CC1(C)S[C@@H]2[C@H](NC(=O)COc3ccccc3)C(=O)N2C1C(=O)OCC1CCCCC1 (some centres not stated)	-2	103
Cc1ccc(C2=CC(c3ccc(C)cc3)n3ncnc3N2)cc1 (configuration not stated)	2	98
O=C(NCCOc1ccccc1)C1Nc2ccc(OC(F)(F)F)cc2C2C=CCC12 (configuration not stated)	2	102
Cn1nc(Cc2cccc3ccccc23)c(C#N)c1N	4	103
O=C(Nc1nccs1)[C@@H]1CC=C[C@@H]2CCN(Cc3ccccc3)C(=O)[C@@H]21	3	102
CCOC(=O)c1ccc(NC(=O)c2c(N)n(C)c(=O)[nH]c2=O)cc1	4	89
O=C1N[C@@H](Cc2ccccc2)C(=O)N2[C@@H]1C[C@@]1(Br)c3ccccc3N(S(=O)(=O)c3ccccc3)[C@@H]21	1	105
C=C1CCN([C@@H](Cc2ccccc2)C(=O)NCCC(C)C)S(=O)(=O)c2ccccc21	6	102
COc1ccc(CN2CC[C@H]3C=CC[C@@H](C(=O)N4CCOCC4)[C@H]3C2=O)cc1OC	-1	98
COc1ccc(C(=O)O)c(O)c1	0	107
O=c1c2ccccc2sc2ccc(NCCCN3CCOCC3)cc12	-12	105
C=CCOC(=O)C1=C[C@H](c2ccc(C(F)(F)F)cc2)C[C@H](OCCCCO)O1	4	97
C=CCN1CCc2c(cc(O)c(O)c2Br)[C@@H](c2ccccc2)C1	-4	106
OCC[C@H]1C[C@H](O)[C@@H](O)[C@]2(CCCCO2)O1	5	100
CCCCN1C(=O)C(=O)NC[C@@H]1CCCCN	-3	104
Fc1ccccc1-c1nc2c(s1)CCc1onc(-c3ccc(Br)cc3)c1-2	0	101
C=CCOC(=O)C1=C[C@@H](c2ccc(Br)cc2)C[C@@H](OCCCCO)O1	5	83
COC(C/C=C/C(=O)[C@H](C)OCc1ccccc1)OC	0	103
COC(C/C=C/[C@H](O)[C@H](C)OCc1ccccc1)OC	7	98
COc1ccc(C2COc3cc(O)ccc3C2)c(OC)c1O (configuration not stated)	3	104
O=C(O)C[C@H]1c2cc(C(F)(F)F)ccc2S(=O)(=O)N1Cc1ccccc1	4	103
O=C1[C@H]2CCCC[C@H]2C(=O)N1CCCCN1CCN(c2nsc3ccccc23)CC1	-6	103
CCCCOC(=O)c1ccc(NC(=O)c2ccc(F)cc2F)cc1	3	98
CCC[C@@H]1CCCO[C@@](C(=O)NCCN2CCOCC2)(C(F)(F)F)C1	3	110

# Next entries follow:
canonical_smiles	IDE cell activ	MEKK3 PB1 HTS
OCOCCCn1c(C2CCCN2c2nc(-c3ccc(F)cc3)cs2)nc2cc(Cl)c(N3CCCCC3)cc21 (configuration not stated)	5	100
CN(C)c1nc(N)c(C(=O)N=C(N)N)nc1Cl	0	105
CC(C)(O)c1ccccc1CC[C@@H](SCC1(CC(=O)O)CC1)c1cccc(/C=C/c2ccc3ccc(Cl)cc3n2)c1	-4	107
C/C=C1\COC(C(=O)NCc2ccccc2)(C(F)(F)F)C=C1C=C1CCCCC1 (configuration not stated)	2	104
CCOC(=O)[C@@H]1[C@H]2COc3ccccc3[C@@H]2N2C(=O)N(c3ccc(OC)cc3)C(=O)[C@]12C	-1	91
COc1cc(C(=O)OCCCN2CCCN(CCCOC(=O)c3cc(OC)c(OC)c(OC)c3)CC2)cc(OC)c1OC	-3	108
CCC1(CC)C(=O)C2=C3C1[C@H](C(=O)OC)CC(C(=O)OC)C[C@H]3n1c(=O)n(C)c(=O)n1[C@H]2C (some centres not stated)	3	120
COc1ccc(-c2noc3c2-c2nc(-c4ccccc4)sc2CC3)cc1	4	94
CCCCN1CC[C@H]2C=CC[C@@H](C(=O)N3CCOCC3)[C@H]2C1=O	2	100
O=C(O)CC(O)(CC(=O)O)C(=O)O	2	102
CC(C)(C)n1nc(Cc2cccc3ccccc23)c2c(N)ncnc21	4	107
O=C1C(O)=C(O)C(=O)c2ccccc21	-1	102
CC1CC2C3CCC4=CC(=O)C=CC4(C)[C@@]3(Cl)C(O)CC2(C)C1(O)C(=O)CO (some centres not stated)	1	106
COC(=O)CN1C(=O)[C@@H]2[C@H](C1=O)[C@@H]1CC(C(=O)OC)=C[C@@H](C(=O)OC)[C@@H]3C1=C(C(=O)[C@]3(C)NC(=O)c1ccccc1)[C@@H]2C	5	113

# Some of the compounds tested (hit frequency here may not be typical).
